# High-throughput results as filed in PubChem.
# NadD block: inhibitors of Staphylococcus aureus NadD; purified NadD enzyme, colorimetric absorbance read-out; inhibition, % at 20 µM; hit rate 0.78% among 360,000; in the data active = inhibition above about 26%; also: some compounds past the cut are filed as inactive
# SKN-1 block: C. elegans SKN-1 inhibition; C. elegans VP596 Pgst-4::GFP/RFP ratio, acrylamide-induced, 24 h; inhibition, % at 21.8 µM; hit rate 0.49% among 360,000; AID 624304;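 active = interference check ratio from 0.5 to 1.5 plus GFP to RFP signal ratio inhibition reaching or exceeding a fixed threshold, cut at about 30% in these data, passing the limit was not always enough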; also: some compounds called inactive have numbers as strong as hits
# FAS-TE inh: FAS thioesterase (human) inhibition; inhibition, % at 15 µM; recombinant FAS-TE, OMFH fluorogenic substrate, fluorescence endpoint; hit rate 0.67% among 360,000; P49327;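 active = compounds whose normalised, plate-corrected inhibition of enzyme fluorescence in the single-dose primary screen is 50% or more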;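 also: 0% = DMSO with enzyme and 100% = substrate without enzyme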
# Rin1 Abl inh: human Rin1-Abl interaction inhibition. P00519+Q13671. TR-FRET Rin1/Abl binding, biochemical. inhibition, % at 7.35 µM. hit rate 0.4% among 360,000. AID 588664; in the data active = inhibition above about 5%, passing the limit was not always enough
# Rpn11 inh: Rpn11 (human) deubiquitinase inhibition; human 26S proteasome, Ub4-pepOG fluorescence polarization; 20S core pre-blocked with epoxomicin; calls only at 20 µM; hit rate 0.59% among 360,000; AID 588493;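 active = inhibition at 20 µM, scaled to each plate's controls, above about 33%, limit read from the data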
# Target sequence (O00487 whole entry, looked up): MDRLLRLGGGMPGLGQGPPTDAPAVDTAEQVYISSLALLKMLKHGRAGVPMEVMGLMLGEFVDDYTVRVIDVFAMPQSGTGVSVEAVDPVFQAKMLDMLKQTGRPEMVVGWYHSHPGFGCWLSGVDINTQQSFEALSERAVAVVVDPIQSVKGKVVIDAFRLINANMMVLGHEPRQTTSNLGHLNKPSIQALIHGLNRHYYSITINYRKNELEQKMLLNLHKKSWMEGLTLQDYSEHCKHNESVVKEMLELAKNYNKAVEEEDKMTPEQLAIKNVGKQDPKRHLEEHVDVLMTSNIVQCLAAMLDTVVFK
# CSN inh: CSN deneddylation inhibition | Q92905 | Purified CSN, SCF-Nedd8-OG deneddylation, fluorescence polarization | inhibition, % at 12.5 µM | hit rate 0.38% among 360,000 | AID 651999;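 active = pattern-corrected inhibition above about 35%, with an unprinted fluorescence ratio check between 0.5 and 1.5, limit read from the data, passing the limit was not always enough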;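 also: 0% = enzyme with substrate and 100% = substrate without enzyme; some results filed as inactive read as strong as hits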
# Target sequence (Q92905 whole entry, looked up, one chain of several): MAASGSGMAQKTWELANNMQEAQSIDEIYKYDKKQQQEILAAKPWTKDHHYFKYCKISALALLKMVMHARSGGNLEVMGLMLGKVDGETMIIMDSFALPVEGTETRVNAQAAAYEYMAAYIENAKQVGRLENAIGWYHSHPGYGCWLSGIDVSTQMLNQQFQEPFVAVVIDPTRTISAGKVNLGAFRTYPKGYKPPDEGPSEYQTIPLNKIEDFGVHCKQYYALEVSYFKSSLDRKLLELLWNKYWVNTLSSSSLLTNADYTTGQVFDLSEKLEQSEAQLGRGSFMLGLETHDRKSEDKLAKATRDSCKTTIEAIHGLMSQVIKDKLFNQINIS
#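 assay system = purified human Csn5 enzyme expressed in HEK293T cells | amount = 0.24 nM enzyme | buffer or medium = Tris/NaCl/DTT buffer, pH 7.5 | reagent = 10 nM SCFSkp2-Nedd8OG | compound = one concentration, 12.5 µM, 0.25% DMSO | times = 90 min reaction at room temperature | signal = FP | read-out basis = % inhibition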
# MT1-MMP act inh: blocks activation of human MT1-MMP; HT1080 RFP-PRO-GFP cells, GFP/RFP ratio fluorescence, overnight; percent of plate control window, DMSO zero; GFP/RFP ratio change, % at 20 µM; hit rate 0.061% among 360,000; AID 651647;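 active = GFP/RFP ratio change of at least 30% with cell ATP level not reduced by more than half and red fluorescence within 50% of control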; also: strong numbers were not always called active
#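 system = RFP-PRO-GFP reporter HT1080 cells | dosing = 20 µM single dose, 1% DMSO | timing = overnight cell settling, then overnight compound exposure, 37 °C, 5% CO2 | read-out basis = GFP/RFP fluorescence ratio | controls = DMSO and RFP-L50D-GFP cell wells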
# Neddylation inh: inhibitors of human cullin neddylation | TR-FRET cullin neddylation, biochemical | calls only at 25 µM | hit rate 0.58% among 360,000 | AID 651699; in the data active = inhibition above about 36%
# MLLE-PAM2 inh: blocks PAM2 peptide binding to the PABP1 MLLE domain; hit rate 0.36% among 360,000; inhibition, % at 20 µM; GST-MLLE / FITC-PAM2 fluorescence polarization; P11940; AID 588489; in the data active = inhibition above about 35%, passing the limit was not always enough;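 also: plate controls were DMSO wells with GST-MLLE for no effect and wells lacking GST-MLLE protein for full effect; some results filed as inactive read as strong as hits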
# * marks the source's active call; other numbers are inactive results; i = inactive; . = not tested or not shown; + = active, no number.
# Start of the listing, in advance (4 entries):
SMILES,NadD block,SKN-1 block,FAS-TE inh,Rin1 Abl inh,Rpn11 inh,CSN inh,MT1-MMP act inh,Neddylation inh,MLLE-PAM2 inh
CCN(CC)S(=O)(=O)c1ccc(N2CC(C(=O)N3Cc4ccccc4CC3C(N)=O)CC2=O)cc1 (configuration not stated),10,6,-4,1,i,-2,-4,i,4
CC(O)(c1ccccc1)c1nc(-c2cccc(F)c2)cs1 (configuration not stated),-11,11,15,-3,i,0,1,i,-6
COCCN(C(=O)Cc1cccs1)c1nnc(-c2cccnc2)s1,4,22,-3,-1,i,2,0,i,-24
COc1ccc(N2CCN(S(=O)(=O)c3ccc(Cl)c(C(F)(F)F)c3)CC2)cc1,2,18,-3,-1,i,-5,7,i,8

# This part in full (from the top)
SMILES,NadD block,SKN-1 block,FAS-TE inh,Rin1 Abl inh,Rpn11 inh,CSN inh,MT1-MMP act inh,Neddylation inh,MLLE-PAM2 inh
CCN(CC)S(=O)(=O)c1ccc(N2CC(C(=O)N3Cc4ccccc4CC3C(N)=O)CC2=O)cc1 (configuration not stated),10,6,-4,1,i,-2,-4,i,4
CC(O)(c1ccccc1)c1nc(-c2cccc(F)c2)cs1 (configuration not stated),-11,11,15,-3,i,0,1,i,-6
COCCN(C(=O)Cc1cccs1)c1nnc(-c2cccnc2)s1,4,22,-3,-1,i,2,0,i,-24
COc1ccc(N2CCN(S(=O)(=O)c3ccc(Cl)c(C(F)(F)F)c3)CC2)cc1,2,18,-3,-1,i,-5,7,i,8
COc1ccc(CCNCc2ccc(OCC(=O)N3CCCCC3)c(OC)c2)cc1OC,-4,1,-4,-2,i,1,-2,i,20
CC1(c2ccccc2)CC(C)(C)N(C(=O)c2cc([N+](=O)[O-])cc([N+](=O)[O-])c2)c2ccccc21 (configuration not stated),3,0,34,-3,i,-10,-3,i,-1
CCn1c(SCC(=O)Nc2ccc(OC)cc2)nc2nc3c(cc2c1=O)CCCC3,-2,-12,19,-4,i,2,-6,i,-51
CC1(C)C2CCC1(C)C(OC(=O)CNc1ccccc1)C2 (configuration not stated),-1,3,17,-3,i,3,1,i,4
C=CCn1c(SCC(N)=O)nc(C)cc1=O,2,2,-5,0,i,1,0,i,6
Cc1ccccc1NC(=O)COC(=O)c1c[nH]c(=O)[nH]c1=O,2,11,-4,3,i,4,0,i,3
Fc1ccc(-c2csc(NC(=S)Nc3ccccc3)n2)cc1,3,22,3,0,i,2,-10,i,17
CCOC(=O)C1CCCN(C(=O)c2cc(Cl)ccc2NC(=O)C2=C(C)OCCS2)C1 (configuration not stated),-2,0,1,6,i,3,-5,i,18
COCC(C)NC(=O)c1oc2c(c1C)C1(CCC2)SCCS1 (configuration not stated),1,7,-4,-3,i,-2,5,i,28
Cc1ccc(S(=O)(=O)Oc2ccccc2[N+](=O)[O-])cc1,-3,13,34,-2,i,-2,0,i,-8
CCNC(=O)C/C(C)=N/NC(=O)C(=O)Nc1ccc(CC)cc1,2,-8,3,1,i,-4,0,i,3
Clc1ccccc1CN1CCC(Cc2ccccc2)CC1,-1,-9,0,0,i,-2,-1,i,-6
NC(Cc1c[nH]c2ccccc12)C(=O)Nc1ccccc1 (configuration not stated),5,9,-2,-5,i,7,0,i,-14
CCS(=O)(=O)C1=NSC2=NC(=O)/C(=C\c3ccc(OC(=O)c4ccco4)c(OC)c3)C(=N)N21,5,6,-1,0,+,31,-34,i,-57
O=C(O/N=C1\CCCc2ccccc21)C1CC1,-1,-6,-5,-1,i,-4,7,i,0
CCC(C)N(C(=O)CSc1nnnn1-c1ccccc1OC)C1CCS(=O)(=O)C1 (configuration not stated),5,-6,-11,2,i,5,1,i,5
Cc1cc(=O)oc(C)c1C(=O)N1CCN(C(c2ccccc2)c2ccccc2)CC1,1,12,0,-2,i,-4,-7,i,3
Cc1nn(C)c(C)c1NC(=O)c1ccc(Cl)cc1,-1,-3,-8,0,i,2,-1,i,11
CC1CN(c2nc(-c3ccccc3)nc3ccccc23)CC(C)O1 (configuration not stated),0,10,19,4,i,3,0,i,12
O=C(NCc1cccnc1)c1ccc(Cl)c(S(=O)(=O)N2CCOCC2)c1,3,-3,-6,2,i,3,-2,i,-9
CCOC(=O)N1CCN(C(=O)CCc2ccc(S(=O)(=O)NCCc3ccccc3)cc2)CC1,1,0,-1,-2,i,-2,-2,i,-6

# 2 entries picked at random from those above, as already listed:
SMILES,NadD block,SKN-1 block,FAS-TE inh,Rin1 Abl inh,Rpn11 inh,CSN inh,MT1-MMP act inh,Neddylation inh,MLLE-PAM2 inh
CC1(C)C2CCC1(C)C(OC(=O)CNc1ccccc1)C2 (configuration not stated),-1,3,17,-3,i,3,1,i,4
COCC(C)NC(=O)c1oc2c(c1C)C1(CCC2)SCCS1 (configuration not stated),1,7,-4,-3,i,-2,5,i,28

# (listing goes on)
SMILES,NadD block,SKN-1 block,FAS-TE inh,Rin1 Abl inh,Rpn11 inh,CSN inh,MT1-MMP act inh,Neddylation inh,MLLE-PAM2 inh
O=C(CN1C(=O)c2ccccc2C1=O)NCC(=O)OCC(=O)c1ccc(Cl)cc1,-1,18,-12,0,i,-4,3,i,-15
O=C(COC(=O)CCS(=O)(=O)c1ccccc1)Nc1ccc(N2CCCCC2)cc1,0,-17,-4,-4,i,5,.,i,-58
COc1ccccc1N1C(=NC(=O)C(C)Oc2ccccc2)SC2CS(=O)(=O)CC21 (configuration not stated),4,-5,-4,2,i,-5,-1,i,2
Nc1nc(-c2ccc(Cl)cc2)cn1N,5,19,-6,-4,i,4,-1,i,-14
Cc1cccc(N2CCN(C3CCCCC3NS(=O)(=O)c3ccccc3)CC2C)c1 (configuration not stated),-4,13,28,2,i,5,-5,i,10
O=C(Cc1cccc2ccccc12)NNC(=O)c1cccs1,-3,-1,-7,-2,i,0,-2,i,2
CCCc1c(C(=O)Nc2ccc(C(F)(F)F)cc2)cnn1-c1ccccc1,-5,-4,32,0,i,2,-2,i,10
CC(NC(=O)Cn1cccc1C(=O)c1ccccc1)c1ccc2c(c1)OCCO2 (configuration not stated),3,-2,1,0,i,-8,-9,i,-5
CCOc1ccc2[nH]c(=O)c(CN(CC3COCCO3)C(=O)C3CC3)cc2c1 (configuration not stated),-6,-2,-8,1,i,-1,-1,i,12
COc1ccc(C(=O)NNC(=O)c2ccc3ccccc3n2)cc1,0,1,-2,1,i,-1,6,i,-20
O=C(CSc1nnc(-c2ccc(O)cc2)o1)N1CCOCC1,-2,-3,-7,-4,i,2,0,i,4
CC(C)N(C(=O)c1ccc(Cc2cn(C)c3ccccc23)nc1)C(C)C,-1,8,-5,-1,i,-5,4,i,-5
O=C(NCc1cccnc1)[C@@H]1CC=C[C@@H]2CCN(Cc3ccccc3)C(=O)[C@@H]21,2,15,-11,1,i,1,1,i,9
O=C(O)c1cccc2c1-c1ccc([N+](=O)[O-])cc1C2=O,1,5,0,3,i,-1,5,i,4
COc1ccc(OC)c(C2=NOC(C(=O)NCCN3CCOCC3)C2)c1 (configuration not stated),-2,13,0,2,i,-5,6,i,1
N#Cc1cc2cc3c(cc2nc1N1CCOCC1)OCO3,-5,23,-4,-2,i,-1,7,.,9
COP(=O)(OC)C(=NNS(=O)(=O)c1ccc(C)cc1)c1ccccc1,0,6,-7,1,i,-3,.,i,4
CN(c1ccccc1)S(=O)(=O)c1ccc(Cl)c(C(=O)OCC(=O)c2c(N)n(C)c(=O)n(C)c2=O)c1,-2,-4,24,-3,i,-3,4,i,-11
CCC(=O)Nc1cccc(C2=NN(c3ccccc3)C(c3ccc(OC)cc3)C2)c1 (configuration not stated),-1,13,28,-2,i,1,-1,.,2
CCC(C)(C)C1CCC2(CC1)NC(=S)N(c1ccccc1)N2 (configuration not stated),-5,-4,-2,-1,i,-2,0,i,-73
COc1ccc2c(c1)[C@]1(C[C@H](O)CO1)C(=O)N2C,.,-10,.,.,.,-1,2,i,.
O=C(COC(=O)CC1CC2CCC1C2)Nc1ccc(F)cc1Cl (configuration not stated),-4,22,22,1,i,-4,1,i,14
CCOC(=O)c1cc2n(n1)C(C(F)(F)C(F)(F)F)CC(C)N2 (configuration not stated),4,-24,-9,3,i,-2,-4,i,1
CN(C)/C=C(/C(=O)c1ccccc1Cl)S(=O)(=O)c1ccccc1,9,-12,-6,2,i,1,-12,i,-1
COc1cccc(C(=O)Nc2ccc3[nH]c(=O)[nH]c3c2)c1OC,7,19,-6,0,i,1,-2,i,4

# Part of the list above, set out differently:
SMILES | NadD block | SKN-1 block | FAS-TE inh | Rin1 Abl inh | Rpn11 inh | CSN inh | MT1-MMP act inh | Neddylation inh | MLLE-PAM2 inh
O=C(O)c1cccc2c1-c1ccc([N+](=O)[O-])cc1C2=O | 1 | 5 | 0 | 3 | i | -1 | 5 | i | 4
CCn1c(SCC(=O)Nc2ccc(OC)cc2)nc2nc3c(cc2c1=O)CCCC3 | -2 | -12 | 19 | -4 | i | 2 | -6 | i | -51
O=C(Cc1cccc2ccccc12)NNC(=O)c1cccs1 | -3 | -1 | -7 | -2 | i | 0 | -2 | i | 2
CC(NC(=O)Cn1cccc1C(=O)c1ccccc1)c1ccc2c(c1)OCCO2 (configuration not stated) | 3 | -2 | 1 | 0 | i | -8 | -9 | i | -5
CCS(=O)(=O)C1=NSC2=NC(=O)/C(=C\c3ccc(OC(=O)c4ccco4)c(OC)c3)C(=N)N21 | 5 | 6 | -1 | 0 | + | 31 | -34 | i | -57

# Records above marked active in Rpn11 inh.
compound	NadD block	SKN-1 block	Rin1 Abl inh	Rpn11 inh	CSN inh	MT1-MMP act inh	Neddylation inh	MLLE-PAM2 inh
CCS(=O)(=O)C1=NSC2=NC(=O)/C(=C\c3ccc(OC(=O)c4ccco4)c(OC)c3)C(=N)N21	5	6	0	+	31	-34	i	-57

# (further entries)
SMILES,NadD block,SKN-1 block,FAS-TE inh,Rin1 Abl inh,Rpn11 inh,CSN inh,MT1-MMP act inh,Neddylation inh,MLLE-PAM2 inh
COc1ccc(CNC(=O)CN2CCN(c3ccccc3)CC2)cc1,-8,-12,-7,5,i,-1,-1,i,-1
CN(C(=O)CSc1nnnn1-c1ccc(O)cc1)C1CCS(=O)(=O)C1 (configuration not stated),-2,-5,-10,2,i,0,1,i,4
N#CC(=Nc1cccc(F)c1)C1=C(O)c2ccccc2C1=O,8,5,0,1,i,-2,-6,i,-9
CCCCN1C[C@H](O)[C@@H](O)[C@H](O)[C@H]1CO,-6,-13,-4,-1,i,1,-1,i,-12
c1ccc(CNc2ncnc3c2cnn3-c2ccccc2)cc1,-1,-17,-1,-1,i,4,11,i,8
COc1ccc(-c2ccc(S(=O)(=O)N3CCOCC3)cc2)cc1,0,3,1,0,i,2,-1,i,-2
COc1ccc(-c2[nH]ncc2CN(C)Cc2nonc2C)c(OC)c1,-12,-2,-8,1,i,1,-1,i,-3
O=C(Nc1ccccc1)N1CCCc2ccccc21,4,-6,-4,1,i,3,3,i,-2
COc1ccc(OC)c(C2C(C#N)=C(N)Oc3c2c(C)nn3-c2ccc(C)cc2)c1 (configuration not stated),-5,3,2,1,i,0,-4,i,16
Cc1cc(C)cc(NC(=O)COC(=O)C2CC3C=CC2C3)c1 (configuration not stated),-1,23,2,0,i,-3,2,i,1
CCOC(=O)c1cc(-c2sc(NC(=O)c3ccccc3)nc2C)n(-c2ccc(Br)cc2)n1,19,2,18,-1,i,5,-17,i,-21
O=c1c2c(-c3ccc([N+](=O)[O-])cc3)ccnc2[nH]n1-c1ccccc1,-4,17,12,3,i,2,6,i,-25
COC(=O)c1ccc(NC(=O)CSc2nc3cccnc3n2C)cc1,7,2,-4,1,i,7,3,i,0
